RORgamma inh – inhibitors of mouse ROR gamma transcriptional activity; Potency, µM (top dose mostly 53.6 µM), for the others: at the highest dose activity change, negative = inhibition, usual class: inhibitors; hit rate 5.4% among 310,000; Drosophila S2 Gal4-RORgamma UAS-luciferase reporter, 20 h; P51450; note: potency is the fitted concentration of half-maximal effect; % is set by controls: 0 for no effect and ±100 for the full control effect; nearly all actives have a fitted effect of over 60% in size
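Using a luciferase readout, inhibitors were identified by reduced reporter activity in Drosophila cells coexpressing a copper-inducible Gal4–ROR gamma fusion and UAS-driven Photinus luciferase, incubated 20 hr after 700 uM copper sulfate.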
ELG1 repair inh – inhibitors of ELG1-dependent DNA repair in HEK293T cells; HEK293T ELG1-luciferase reporter, luminescence, 16 h; DNA damage induced by 5-fluorouridine; Potency, µM (titrated, usually from 46.1 µM), for inactives: at the highest dose activity change, negative = inhibition, most hits filed as inhibitors; hit rate 2.3% among 330,000; note: potency is the fitted concentration of half-maximal effect; % is set by controls: 0 for no effect and ±100 for the full control effect; nearly all actives have a fitted effect of over 55% in size
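Reporter activity after DNA damage by 5-fluorouridine is monitored. Compound-treated cells incubate 16 hr at 37 °C, then ONE-Glo is added for 30 min before luminescence reading.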
NPC1 prom act – activates the NPC1 promoter. Huh7 NPC1 promoter luciferase reporter, 24 h. Potency, µM (titrated, usually from 9.22 µM), for inactives: at the highest dose activation, actives largely listed as activators. hit rate 2.4% among 320,000;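 note: potency is the fitted concentration of half-maximal effect; % of control where 0% means no effect; nearly all actives have a fitted effect of over 60% in size; reporter is driven by a mutant NPC1 promoter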
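Luminescence read-out of NPC1 promoter-driven luciferase in stably transfected Huh7 cells; compounds delivered in DMSO and left 24 h at 37C, 5% CO2, qHTS titration format.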
PKM2 activator – activators of human pyruvate kinase M2. purified PKM2, Kinase-Glo ATP luminescence, activation; response scale: 0% is enzyme alone, no compound. P14618. hit rate 0.34% among 260,000. AID 1631. Potency, µM (top dose mostly 57.5 µM), for inactives: at the highest dose activation, usual class: activators; note: potency is the fitted concentration of half-maximal effect; % is set by controls: 0 for no effect and ±100 for the full control effect; nearly all actives have a fitted effect of over 55% in size
Target sequence (P14618 whole entry, looked up): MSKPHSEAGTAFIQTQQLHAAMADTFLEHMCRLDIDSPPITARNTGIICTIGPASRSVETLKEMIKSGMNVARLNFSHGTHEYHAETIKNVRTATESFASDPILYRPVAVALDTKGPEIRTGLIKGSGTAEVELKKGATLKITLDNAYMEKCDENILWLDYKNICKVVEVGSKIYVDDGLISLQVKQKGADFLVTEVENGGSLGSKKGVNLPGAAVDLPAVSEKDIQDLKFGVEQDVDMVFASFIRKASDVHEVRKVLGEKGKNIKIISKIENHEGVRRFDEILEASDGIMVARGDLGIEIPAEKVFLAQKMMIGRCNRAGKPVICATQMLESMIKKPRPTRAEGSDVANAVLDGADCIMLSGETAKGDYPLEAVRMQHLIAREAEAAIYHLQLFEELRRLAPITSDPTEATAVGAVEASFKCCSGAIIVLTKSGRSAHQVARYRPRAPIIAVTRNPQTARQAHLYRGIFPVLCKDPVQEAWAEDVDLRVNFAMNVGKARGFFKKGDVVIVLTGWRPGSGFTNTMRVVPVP
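Kinase-Glo luminescence reports ATP generated from ADP (0.1 mM) and PEP (0.5 mM) by purified hPK-M2 after 1 h at room temperature, pH 7.2 imidazole buffer; intermediate enzyme activity allows detecting inhibitors and activators.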
VP16 counter – Gal4-VP16 reporter inhibition counter-screen; Drosophila S2 Gal4-VP16 UAS-luciferase, luminescence, 20 h; Potency, µM (highest dose often 53.6 µM), for the others: at the highest dose activity, negative = inhibition, most hits filed as inhibitors; hit rate 3.5% among 310,000;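 note: Gal4-VP16 expression switched on by copper sulfate through the metallothionein promoter; potency is the fitted concentration of half-maximal effect; % is set by controls: 0 for no effect and ±100 for the full control effect; nearly all actives have a fitted effect of over 50% in size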
Mito fusion yeast – mitochondrial division inhibition or fusion activation; Potency, µM (doses to about 46.1 µM), without a hit: at the highest dose growth rescue (activation), most hits filed as activators; hit rate 0.23% among 320,000; S. cerevisiae fusion-defective mutant growth rescue, CellTiterGlo 48 h; AID 485298;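 note: potency is the fitted concentration of half-maximal effect; % of control where 0% means no effect; nearly all actives have a fitted effect of over 45% in size; temperature-sensitive fusion mutants such as fzo1-1 at 37 °C on non-fermentable ethanol glycerol medium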
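Read-out: ATP-based luminescence (CellTiterGlo, 10 min ambient) reporting growth of fusion-defective ts yeast after 48 hours at 37C on glycerol/ethanol YPEG medium in the presence of compound.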
MBNL1 CUG block – blocks human MBNL1 binding to CUG repeat RNA; Q9NR56; TR-FRET MBNL1-His/biotin-(CUG)12 binding, 665/545 ratio; Potency, µM (doses to about 57.5 µM), for inactives: at the highest dose activity change, negative = inhibition, hits mostly inhibitors; hit rate 0.036% among 280,000; AID 2675; active = well fitted inhibition curve with a large enough effect in the signal ratio, with a control signal flat, not every such curve was filed as active; inconclusive = small, poorly fitted or top-dose-only effect, or effect the other way, or a change in a side signal; inactive = no such curve, though single readings can be large or run the other way; the % refers to the signal ratio; note: potency is the fitted concentration of half-maximal effect; % is set by controls: 0 for no effect and ±100 for the full control effect
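Ratiometric TR-FRET (665 over 545 nm, excitation 340 nm) tracks disruption of MBNL1-His/biotin-(CUG)12 complex after 60 min at room temperature, with compounds at 92 nM to 58 uM final.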
Menin MLL FP TR – displaces Texas Red mutant MLL peptide from human menin | O00255 | Menin + Texas Red MLL mutant peptide, fluorescence polarization | Potency, µM (titrated, usually from 61.6 µM), inactives show top-dose FP activity change, negative = inhibition, hits mostly inhibitors | hit rate 0.23% among 270,000; active = well fitted inhibition curve with a large enough effect in the polarisation, with a control signal flat, not every such curve was filed as active; inconclusive = small, poorly fitted or top-dose-only effect, or effect the other way, or a change in a side signal; inactive = no such curve, though single readings can be large or run the other way; the % refers to the polarisation; note: potency is the fitted concentration of half-maximal effect; % of control where 0% means no effect; many of its hits are not listed in these tables
Target sequence (O00255 whole entry, looked up): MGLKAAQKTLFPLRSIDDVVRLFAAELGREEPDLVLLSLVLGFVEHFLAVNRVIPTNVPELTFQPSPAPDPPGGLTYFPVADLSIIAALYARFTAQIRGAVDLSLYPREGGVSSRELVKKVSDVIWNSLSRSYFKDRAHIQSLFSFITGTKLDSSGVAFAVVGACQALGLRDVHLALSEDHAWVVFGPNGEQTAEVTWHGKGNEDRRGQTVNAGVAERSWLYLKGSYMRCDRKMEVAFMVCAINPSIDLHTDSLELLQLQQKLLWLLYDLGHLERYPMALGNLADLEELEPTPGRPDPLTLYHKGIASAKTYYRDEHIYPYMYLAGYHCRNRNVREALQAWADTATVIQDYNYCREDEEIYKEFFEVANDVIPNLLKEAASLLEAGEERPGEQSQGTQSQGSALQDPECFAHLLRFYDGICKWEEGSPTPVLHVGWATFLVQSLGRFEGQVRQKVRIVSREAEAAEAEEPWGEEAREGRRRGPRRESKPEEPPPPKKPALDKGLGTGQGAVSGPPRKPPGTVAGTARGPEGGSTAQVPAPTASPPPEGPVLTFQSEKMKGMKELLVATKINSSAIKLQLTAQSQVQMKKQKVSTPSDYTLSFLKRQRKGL
FLuc modulator – firefly luciferase modulation, counter-screen for miR-21 project; Potency, µM (top dose mostly 57.5 µM), inactives show at the top dose activity change, negative = inhibition, hits mostly inhibitors; purified FLuc, Km substrates, luminescence inhibition; hit rate 6.9% among 360,000; P08659;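 note: potency is the fitted concentration of half-maximal effect; plate controls were vehicle for no effect and reference inhibitor for full effect; nearly all actives have a fitted effect of over 55% in size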
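Purified P. pyralis luciferase (10nM final) with 10uM D-luciferin and 10uM ATP (Km levels) in 50mM Tris acetate pH 7.5, 10mM Mg acetate, 0.01% Tween-20, 0.05% BSA; qHTS 6-point titration, ~60 µM downward; luminescence read.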
Rab9 prom act – Rab9 promoter activation; Huh7 Rab9 promoter-luciferase reporter, luminescence, 24 h; Potency, µM (highest dose often 9.22 µM), without a hit: top-dose activation, negative = inhibition, actives largely listed as activators; hit rate 2.8% among 320,000; note: potency is the fitted concentration of half-maximal effect; % of control where 0% means no effect; nearly all actives have a fitted effect of over 60% in size
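Luciferase signal after 10 min detection reagent at ambient indicates Rab9 promoter upregulation; stably transfected Huh7 cells were treated 24 h with compound in DMSO at 37 °C, 5% CO2.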
KCNH2 3.1 block – KCNH2 3.1 (human) potassium channel inhibition; U2OS KCNH2 3.1, thallium flux FluxOr; hits give low values; activity change, % (tested at about 1.8 µM); hit rate 0.95% among 340,000; AID 720553;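 active = maximum activity change below -70%; inconclusive = maximum activity change from -70% to -50%; inactive = maximum activity change above -50%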;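 note: thallium influx rate constant from kinetic fluorescence after stimulation buffer; % is set by controls: 0 for no effect and ±100 for the full control effect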
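We transduce U2OS cells with the mutant 3.1 virus, culture them overnight, load FluxOr with Red40 quencher for 45 min, then add stimulation buffer and read kinetically for 2 min to derive a normalized rate constant.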
An asterisk follows results filed as active; ? = inconclusive; / = no result given; & = joins results of further samples; [ ] = another dose, or the depositor's remark. Unless noted, calls come from the whole dose curve; as a rule, active = well fitted curve in the direction sought with a large enough effect; inconclusive = small, poorly fitted or top-dose-only effect, or another doubt; inactive = no such curve, though single readings can be large; an effect the other way counts as inactive or inconclusive.

structure | RORgamma inh | ELG1 repair inh | NPC1 prom act | PKM2 activator | VP16 counter | Mito fusion yeast | MBNL1 CUG block | Menin MLL FP TR | FLuc modulator | Rab9 prom act | KCNH2 3.1 block
O=C(Nc1cccnc1)C1CCCN(S(=O)(=O)c2cccc3nsnc23)C1 (centres undefined) | 11% | ? | -6% | -14% | ? | -1% | ? | -1% | 1% | -3% | -1
COC(=O)c1ccc(C(NC(=O)OCc2ccccc2)/C(C)=C/[C@@H](C)C(=O)NCc2ccc(-c3ccccc3)cc2)cc1 (some centres undefined) | ? | ? | -2% | -2% | 4% | -3% | 5% | -15% | 7% | -6% | -12
COc1cccc(/C=C/C(=O)c2cccc([N+](=O)[O-])c2)c1 | -101% | ? | -9% | 2% | 4.5µM* | -3% | ? | 11% | 8.5µM* | -2% | 11
Cc1ccc2c(c1)C=CC(C)N2C(=O)c1ccccc1 (centres undefined) | 9% | 1% | -3% | 2% | -4% | 2% | 6% | -24% | 1% | 5% | -25
CN(C)/C=N/c1c(C#N)cnn1-c1nc2ccccc2s1 | ? | ? | 0.11µM* | 0% | -9% | -1% | -13% | -1% | -8% | 0.13µM* | -8
CC(=O)O[C@H]1CC[C@@]2(C)C(=CC[C@H]3[C@@H]4CC[C@H](C5(C)OCCO5)[C@@]4(C)CC[C@@H]32)C1 | / | ? | -4% | / | / | 7% | / | / | 5% | -1% | -1
Cc1cc(=O)[nH]c(SCCOc2cccc(C(F)(F)F)c2)n1 | 30% | -9% | -6% | 13% | -4% | 9% | 2% | 8% | -11% | -5% | 6
O=C(Nc1ccc(Oc2cccnc2)cc1)C1CCN(Cc2ccccc2F)CC1 | / | ? | 0% | -2% | / | -4% | -2% | -18% | -1% | -1% | -17
CSc1ccc(Cl)c(C(=O)NCCOc2cc(C(C)C)ccc2C)c1 | 6% | -23% | 0% | 0% | -14% | 0% | 1% | -6% | 2% | 3% | 13
Cc1ccc(S(=O)(=O)N2CCOCC2)cc1NC(=O)COC(=O)C1COc2ccccc2O1 (centres undefined) | -14%[10 µM] | 27% | 1% | -1% | 0% | -3% | / | -2% | -1% | -6% | -30
CC(C)(C)CC(C)(C)NC(=S)Nc1ccc(S(=O)(=O)N2CCOCC2)cc1 | ? | -14% | -4% | 3% | ? | 1% | 10% | ? | 3% | -9% | 2
O=C(NCc1ccc2[nH]c3c(c2c1)CCCC3)c1ccc(S(=O)(=O)N2CCCC2)cc1 | ? | -11% | 0% | 2% | 9% | 0% | -4% | 11% | 1% | -5% | -5
COc1ccc(S(=O)(=O)c2ccc(OC)cc2)cc1 | 10% | -11% | -3% | ? | -1% | 1% | -3% | 4% | 0% | -5% | -29
CC1CC(NC(=O)CC#N)CC(C)(C)C1 (centres undefined) | 18% | ? | 0% | -3% | -3% | 1% | -11% | / | -2% | -1% | 0
COc1ccc(/C=C/C(=O)Nc2ccc3c(c2)OCCO3)cc1OC | -11% | -12% | 10% | 2% | -27% | -1% | ? | ? | 24µM* | 16% | 1
COc1ccccc1C(=O)N(C)c1nnc(-c2ccccc2)s1 | ? | ? | 3.5µM* | 0%[11.5 µM] | 1% | 0% | 10% | -3% | 19µM* | ? | 15
CCOC(=O)c1sc2nc(C)[nH]c(=O)c2c1C | 18% | 0% | 6% | -1% | -8% | 0% | 2% | / | 2% | 5% | 2
CC(NS(=O)(=O)c1ccccc1Cl)C1CC2CCC1C2 (centres undefined) | 29% | -5% | 1% | 0% | -11% | 26% | 0% | -24% | 7% | 7% | 1
CC(Oc1ccccc1)C(=O)N=C1SC2CS(=O)(=O)CC2N1c1ccccc1 (centres undefined) | 6% | 10% | 3% | / | 2% | -5% | -6% | -2% | -3% | 3% | 0
O=C(Nc1c(C(=O)Nc2ccccc2)cnn1-c1ccccc1)c1ccco1 | 18% | ? | 2% | -1% | 0% | -7% | -1% | 0% | 5% | 6% | 4
Cc1cccc(N2CCN(C(=O)/C=C/c3ccco3)CC2)c1C | 15% | 8% | 2% | 11% | ? | ? | 13% | -11% | ? | -4% | -26
Nc1ccccc1O | -1% | 7% | -14% | / | 28% | 14% | / | / | 1% | -8% | 1
O=C(Nc1cc(C(F)(F)F)ccc1N1CCOCC1)c1ccc(Br)o1 | -35% | / | / | 8% | -16% | 2% | -13% | 16% | 5% | / | -6
COc1cccc(C2OC(=O)c3ccccc3N2C(C)=O)c1OC(C)=O (centres undefined) | -26% | 9% | 7% | -3% | 3% | -2% | ? | -9% | 5% | 9% | -4
O=C(NCC1CCN(S(=O)(=O)c2ccccc2)CC1)Nc1ccc(F)cc1 | 38% | -20% | -2% | -5% | -5% | -1% | 0% | / | 0% | -16% | 16
O=C(O)CCc1ccc(-c2ccccc2)n1CC(=O)O | -4% | 23% | -2% | 12% | 2% | -6% | 10% | -15% | 5% | -2% | -1
Cc1cc(C)n(CCN(C)Cc2nc(Cc3ccccc3F)no2)n1 | 11µM* | ? | ? | -28% | ? | -2% | 3% | 21% | 4.8µM* | ? | 11
CCO[C@@H]1OC(C(=O)Nc2ccccc2)=C[C@H](c2csc3ccccc23)[C@H]1CCCO | -24% | -17% | -2% | 1% | -26% | 19% | 6% | 41%[activator] | 0% | -3% | -6
CCCCNc1cc(C)oc(=O)c1C(C)=O | 25% | 16% | 0% | 2% | -12% | 0% | 2% | -1% | -1% | -6% | -15
Cc1ccc(C(=O)Nc2ccc3c(c2)OCCO3)o1 | ? | ? | ? | -51% | ? | -1% | -6% | -3% | 3µM* | ? | 8
S=c1nc(-c2cc(Cl)ccc2Cl)[nH][nH]1 | ? | 2% | -8% | -6% | -2% | 1% | / | 5% | -17% | 2% | 6
Cc1ccc(S(=O)(=O)N(C)CC(=O)Nc2cccc(C)n2)cc1 | 18% | -2% | -3% | -3% | -2% | 5% | -2% | -9% | 0% | -3% | 0
COc1ccccc1CNC(=O)C1CCN(C(=O)c2sccc2-n2cccc2)CC1 | 1% | -11% | -3% | / | -7% | 1% | 1% | / | 1%&3% | 1% | -1
Cc1csc(NC(=O)c2ccc(Cn3nc(C)c(Br)c3C)o2)n1 | -12% | 9.2µM* | 0% | 3% | ? | 6% | -2% | 10% | -11% | -2% | -1
O=S(=O)(NCCOCC(F)(F)C(F)F)c1ccc2oc3ccccc3c2c1 | ? | -4% | 0% | 3% | -13% | 12% | -6% | -18% | -2% | 0% | -7
COc1ccc(/C(=N\O)c2nccc3cc(OC)c(OC)cc23)cc1OC | 2% | -19% | -9% | 0% | -2%[10 µM] | 1% | 1% | -7% | 2% | -7% | -13
CCCCNc1c(-c2ccc(-c3cccc(Cl)c3)cc2)nc2ccccn12 | / | ? | ? | / | / | -9% | / | / | 11µM* | 4µM* | ?
COc1ccc(C(=O)Oc2ccc(Br)cc2C(=S)N2CCOCC2)cc1 | -7% | -16% | -5% | / | -4% | 6% | -4% | 28% | 0% | -5% | 12
CCOc1ccc(OCCC(=O)N(CC)CC(=O)Nc2c(F)cccc2F)cc1 | / | 0% | 0% | / | / | 1% | / | / | ? | -1% | -9
COc1cc2[nH]c(=S)n(C3CCN(Cc4ccccc4)CC3)c(=O)c2cc1OC | ? | -12% | -6% | 12% | ? | 0% | 9% | 16% | 5% | -5% | 6
Cn1c(CN2CCCC2)nc2cc(NC(=O)c3ccco3)ccc21 | 0% | ? | 24% | -2% | 9% | 0% | -5% | -9% | ? | ? | -2
O=C(Nc1ccccc1Oc1cccnc1)C1CCCN(Cc2ccc(F)cc2)C1 (centres undefined) | 9% | -4% | -5% | / | 5% | -2% | -8% | / | -1% | -3% | -13

3 successive records from above, quoted:
structure | RORgamma inh | ELG1 repair inh | NPC1 prom act | PKM2 activator | VP16 counter | Mito fusion yeast | MBNL1 CUG block | Menin MLL FP TR | FLuc modulator | Rab9 prom act | KCNH2 3.1 block
Cc1ccc(S(=O)(=O)N(C)CC(=O)Nc2cccc(C)n2)cc1 | 18% | -2% | -3% | -3% | -2% | 5% | -2% | -9% | 0% | -3% | 0
COc1ccccc1CNC(=O)C1CCN(C(=O)c2sccc2-n2cccc2)CC1 | 1% | -11% | -3% | / | -7% | 1% | 1% | / | 1%&3% | 1% | -1
Cc1csc(NC(=O)c2ccc(Cn3nc(C)c(Br)c3C)o2)n1 | -12% | 9.2µM* | 0% | 3% | ? | 6% | -2% | 10% | -11% | -2% | -1

These rows are one share of the data (hit frequency here may not be typical).
